Assay outcomes from PubChem BioAssay.
PI5P4Ka inh = blocks human PI5P4K alpha kinase activity | P48426 | PI5P4Kalpha enzyme, ADP-Glo luminescence, 60 min; active compounds read low | max response, % | 1.2% of 330,000 active | AID 652105; active = max response of -50% or lower; inconclusive = between -30% and -50%; inactive = -30% or higher; also: value at the top dose of about 77 µM; % is scaled to controls: 0 for no effect and ±100 for the full control effect
Target sequence (P48426 whole entry, looked up): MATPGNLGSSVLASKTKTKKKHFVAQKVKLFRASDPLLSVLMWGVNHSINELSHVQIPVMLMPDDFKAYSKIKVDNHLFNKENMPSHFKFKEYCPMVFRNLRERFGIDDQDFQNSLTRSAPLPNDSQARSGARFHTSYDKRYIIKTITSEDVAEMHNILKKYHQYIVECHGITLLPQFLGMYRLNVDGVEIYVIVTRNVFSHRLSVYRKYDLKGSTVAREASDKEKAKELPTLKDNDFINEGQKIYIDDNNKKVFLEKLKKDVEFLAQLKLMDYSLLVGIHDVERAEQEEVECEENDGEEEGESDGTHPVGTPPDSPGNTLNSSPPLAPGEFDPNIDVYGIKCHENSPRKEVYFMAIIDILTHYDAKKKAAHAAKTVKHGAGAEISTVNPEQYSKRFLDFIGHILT
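Enzyme plus substrate dispensed, test compounds pinned in, then ATP (5 microM final) added. After 60 min at RT, ADP-Glo reagent 1 for 45 min and reagent 2 for 30 min preceded luminescence imaging.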
EPAC2 ag = agonists of human EPAC2 (RAPGEF4) | Potency, µM (top dose mostly 154 µM), for the others: at the highest dose activation, actives largely listed as activators | 0.079% of 360,000 active | EPAC2 activation, biochemical qHTS; response scale: 100% = 6.5 mM cAMP response | Q8WZA2 | AID 720711; also: potency is read from the fitted curve at half-maximal effect; nearly all actives have a fitted effect of over 50% in size
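Setup: EPAC2 100 nM, labeled Rap1B complex 250 nM, free GDP 50 uM. Compound titrations pinned in, brief spin, 5 min room temperature incubation. Kinetic fluorescence read over 30 min, normalized to 6.5 mM cAMP.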
CCT chaperon mod = changes cytosolic chaperonin activity; purified chaperonin ATPase assay, HTRF ADP detection, 30 min; activity change, % (no concentration beside the values), hits read low; 0.3% of 360,000 active; AID 651819; in the data active = activity change below about -30%; also: % is scaled to controls: 0 for no effect and ±100 for the full control effect
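TRiC at 40 or 20 nM final (batch-dependent) in 30 mM Tris pH 7.4, 100 mM KCl, 5 mM MgCl2, 1 mM DTT, with compound at single 76 uM and 10 uM ATP, 30 min at 37 deg C. ADP detected by HTRF Transcreener, 665/615 ratio.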
EPAC1 antag = EPAC1 (human) antagonism; 0.14% of 360,000 active; EPAC1 GEF assay, Rap1b-BODIPY-GDP exchange fluorescence; Potency, µM (highest dose often 115 µM), for the others: at the top dose activity change, negative = inhibition, usual class: inhibitors; O95398; AID 720709;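 also: potency is read from the fitted curve at half-maximal effect; plate controls were vehicle for no effect and positive control for full effect; nearly all actives have a fitted effect of over 50% in size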
WRN inhibitor = blocks human WRN helicase; AID 651768; WRN helicase unwinding, fluorescent forked duplex, kinetic; 0.46% of 360,000 active; Potency, µM (highest dose often 114 µM), for the others: top-dose activity change, negative = inhibition, hits mostly inhibitors; also: potency is read from the fitted curve at half-maximal effect; % is scaled to controls: 0 for no effect and ±100 for the full control effect; nearly all actives have a fitted effect of over 55% in size
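Primary qHTS, 1536-well format. 20 nM WRN + compound, 15 min RT; start with 100 nM forked fluorophore/quencher duplex, 2 mM ATP (final); kinetic read ex 525/em 598 nm.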
EPAC1 ag = EPAC1 (human) agonism; O95398; EPAC1 agonist qHTS, biochemical assay; response scale: 100% = response to 6.5 mM cAMP; Potency, µM (doses to about 154 µM), for inactives: top-dose activation, usual class: activators; 0.073% of 360,000 active; also: potency is read from the fitted curve at half-maximal effect; nearly all actives have a fitted effect of over 60% in size
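Compounds were pinned as a concentration titration into mixtures of EPAC1 (100 nM), BODIPY-GDP-loaded Rap1B (250 nM) and GDP (50 uM). After 5 min at room temperature, fluorescence was followed for 30 min; activity was scaled to 6.5 mM cAMP.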
PLK1 PBD inh = inhibitors of human PLK1 polo-box domain binding; Potency, µM, for the others: max response, negative = inhibition, actives largely listed as inhibitors; 2.8% of 360,000 active; P53350; Plk1 PBD binding of FITC phosphopeptide, fluorescence polarization; also: potency is read from the fitted curve at half-maximal effect; series mostly up to about 57 µM; % is scaled to controls: 0 for no effect and ±100 for the full control effect; nearly all actives have a fitted effect of over 65% in size
Target sequence (P53350 whole entry, looked up, the tested form may be a part): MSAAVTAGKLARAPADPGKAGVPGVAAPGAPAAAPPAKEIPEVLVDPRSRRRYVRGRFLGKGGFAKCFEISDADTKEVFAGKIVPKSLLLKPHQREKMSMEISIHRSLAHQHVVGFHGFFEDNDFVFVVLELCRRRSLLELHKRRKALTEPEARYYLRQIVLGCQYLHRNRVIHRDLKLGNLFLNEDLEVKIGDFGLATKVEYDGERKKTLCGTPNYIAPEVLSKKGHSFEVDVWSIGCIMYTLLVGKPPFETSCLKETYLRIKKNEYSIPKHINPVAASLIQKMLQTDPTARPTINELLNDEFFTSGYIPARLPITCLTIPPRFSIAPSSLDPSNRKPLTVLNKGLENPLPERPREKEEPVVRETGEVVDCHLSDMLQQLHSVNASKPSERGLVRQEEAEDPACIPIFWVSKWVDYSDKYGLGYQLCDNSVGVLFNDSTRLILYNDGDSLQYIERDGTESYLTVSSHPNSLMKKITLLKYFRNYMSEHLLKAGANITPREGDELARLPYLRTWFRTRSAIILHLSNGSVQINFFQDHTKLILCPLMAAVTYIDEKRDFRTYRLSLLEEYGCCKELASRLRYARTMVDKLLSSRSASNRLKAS
IL-2 act = IL-2 activation | activation, % (series mostly up to about 46 µM) | IL-2 activation reporter assay, cell-based qHTS; stimulated with anti-CD3/CD4/CD28 beads; in transgenic mouse T cells | 0.065% of 360,000 active; in the data active = activation above about 50%; inconclusive = mostly about 30% to 49%; also: 0% is about no effect
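Using fluorescent plate cytometry, EGFP and DsRed are detected in transgenic mouse T cells stimulated 18 h at 37 degrees C with antibody-coated beads after 60 min compound pretreatment.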
* marks the source's active call; other numbers are inactive results; ? = inconclusive; . = not tested or not shown; [ ] = another dose, or the depositor's remark. Unless noted, calls follow the shape of the dose curve; as a rule, active = well fitted curve in the direction sought with a large enough effect; inconclusive = small, poorly fitted or top-dose-only effect, or another doubt; inactive = no such curve, though single readings can be large; an effect the other way counts as inactive or inconclusive.

SMILES	PI5P4Ka inh	EPAC2 ag	CCT chaperon mod	EPAC1 antag	WRN inhibitor	EPAC1 ag	PLK1 PBD inh	IL-2 act
Cc1cc(NCCCCO)n2c(nc3ccccc32)c1C#N	.	4%	0.0	-23%	-25%	2%	-8%	9.3
CCOC(=O)C1(C)CCCN(C(=O)CCc2ccccc2)C1 (stereo unspecified)	0	4%	-4.3	-28%	7%	9%	-9%	0.0
CC(=O)C1=C(O)CCCC1=NCc1nc2ccccc2[nH]1	3	5%	2.2	10%	-1%	-5%	-3%	-1.0
CCNc1ccccc1C(=O)O	-12	-6%	-1.6	-6%	-3%	5%	-8%	1.8
N=C1C(=O)OCC1c1cc(Cl)ccc1NC(=O)Nc1ccccc1 (stereo unspecified)	0	2%	-0.5	2%	8%	3%	4%	-1.1
CCO[C@@H]1OC(C(=O)N2CCN(Cc3ccccc3)CC2)=C[C@H](c2ccc(C(F)(F)F)cc2)[C@H]1CCCO	11	2%	1.7	-17%	-9%	-22%	-9%	0.6
COc1ccc([C@@H]2CC(=O)c3c(O)cc(O[C@@H]4OC(CO[C@@H]5OC(C)[C@H](O)[C@H](O)C5O)[C@@H](O)[C@@H](O)C4O)cc3O2)cc1O (stereo partly specified)	-3	-3%	-1.1	18%	1%	-31%[inhibitor]	0%	-0.4
COc1ccc(-n2cnc3c(cnn3CCC#N)c2=N)cc1	?	1%	17	13%	-25%[57.1 µM]	3%	-12%	4.1
CC1CC(C)CN(CC(=O)NCCc2ccc(S(N)(=O)=O)cc2)C1 (stereo unspecified)	-1	2%	-2.0	-26%	-2%[57.1 µM]	7%	7%	-1.5
Cc1cc(NC(=NC2CC2)c2ccccc2)n(-c2ccccc2)n1	-6	18%	-1.0	-15%	9%	3%	-7%	1.2
CCCCCCCCCn1cc(C(C)=O)c(=O)[nH]c1=O	-2	-5%	2.2	1%	3%	-5%	3%	0.3
CC(=C/C(=O)O)/C(=C\c1ccc(Br)o1)C(=O)O	1	-2%	0.3	12%	1%	-9%	-6%	0.6
COc1ccc(C(=O)CNc2ccccc2Br)cc1	14	4%	0.3	9%	3%	-3%	-14%	0.7
Cc1noc(C)c1COc1ccc(CC(=O)NC2CCCCCC2)cc1	-1	3%	-0.8	-1%	-4%	4%	3%	-3.3
COc1ccc(Cl)c(NCCC(=O)O)c1	-3	1%	2.0	8%	1%	3%	-7%	-0.9
O=C(NC(Cc1ccccc1)C(=O)O)/C(=C/c1ccccc1)NC(=O)c1ccccc1 (stereo unspecified)	-5	14%	-1.3	-21%	7%	6%	-6%	-2.6
O=C(O)c1csc(Br)c1Br	1	8%	-0.5	-5%	2%	-5%	1%	-0.5
NS(=O)(=O)c1ccc(Nc2nc(-c3ccc(O)cc3O)cs2)cc1	-19	10%	1.9	-27%	-33%	7%	-5%	-0.1
COc1ccc(-n2c(N)c(C(=O)NCc3ccco3)c3nc4ccccc4nc32)c(OC)c1	7	-1%	-0.7	3%	-11%	6%	-8%	0.6
O=C(O)/C(=C\c1cccc(F)c1)c1ccc(S(=O)(=O)N2CCCC2)s1	-13	-5%	-5.3	6%	-5%	10%	-3%	-4.3
CN(C)c1ccc(/C=N/NC(=O)c2ccc3c(c2)OCCO3)cc1	-1	7%	-0.9	-25%	0%	-2%	-5%	0.6
COc1ccc(CN2CCCC(C(=O)c3ccc(Cl)cc3)C2)cc1Cn1cncn1 (stereo unspecified)	6	8%	-0.9	-21%	-2%	-3%	-12%	-1.9
CC(C)OC(=O)CSc1nnc(Cc2ccccc2)n1Cc1ccco1	.	5%	-5.0	3%	0%	-8%	-8%	1.6
O=C(Nc1ccc([N+](=O)[O-])cc1)NN1CCCCCC1	-6	4%	-6.2	-20%	-5%	-11%	-2%	-0.7
COC(=O)CN(CCc1ccccc1)S(=O)(=O)c1ccc(OC)c(OC)c1	1	-3%	2.1	4%	-1%	-5%	-4%	-0.4
CCCSc1nc2c(c(=O)n1CC)SC(C)C2 (stereo unspecified)	8	1%	-1.2	-13%	-5%	9%	-4%	-3.9
COCCNC(=O)C(=O)c1cc(C)n(-c2ccc([N+](=O)[O-])cc2)c1C	.	2%	-4.2	-1%	5%	-3%	-1%	0.7
COc1cccc(OC)c1C(=O)Nc1ccc([N+](=O)[O-])cn1	-8	-1%	-1.2	-14%	-9%	-8%	?	0.0
CCOC(=O)N1CCN(C(=O)c2cccc(-n3c(=S)[nH]c4cc(Cl)ccc4c3=O)c2)CC1	.	3%	-2.0	10%	-8%	2%	-9%	-1.2
COc1ccc(N(CC(=O)N/N=C/c2cc(OC)ccc2OC)S(=O)(=O)c2ccccc2)cc1	-4	5%	1.4	6%	-3%	7%	-8%	0.7
O=C(CCC1CCCC1)N=C1SC2CS(=O)(=O)CC2N1Cc1ccccc1 (stereo unspecified)	-2	-4%	0.6	26%	0%	-2%	-4%	-3.0
O=C1c2c(-c3ccc(Br)cc3)noc2CCN1Cc1cn(C2CCCC2)nn1	1	8%	.	-10%	-4%	2%	-4%	0.0
O=C(CSc1ncnc2nc[nH]c12)c1ccc2ccccc2c1	0	5%	-0.9	-4%	-22%	-2%	-1%	0.7
COc1ccc(C(=O)CSc2nc(=O)n3ccc(C)cc3n2)cc1	?	-5%	-1.1	-2%	3%[11.6 µM]	7%	3%	-1.4
CC(C)NC(=O)c1ccc(CSCc2ccccc2Cl)o1	-1	10%	1.4	-2%	10%	5%	-8%	-0.4
O=c1c2sccc2n(Cc2cc(=O)n3ccccc3n2)c(=O)n1-c1ccccc1	-3	5%	2.8	17%	14%	7%	-5%	-0.3
O=C(c1ccccc1)c1nn(-c2ccccc2)c2nnc(Cc3ccccc3)c(=O)n12	.	13%	-1.1	-9%	-2%	13%	-4%	-0.9
CCN1CCN(c2ccc(S(=O)(=O)N3CCCCC3)cc2NC(=O)CC(C)c2ccccc2)CC1 (stereo unspecified)	-5	-7%	1.0	3%	-15%	-62%[inhibitor]	-4%	-0.9
CS(=O)(=O)c1ccc(-c2sc3ccccc3c2C(=O)NCCCN2CCOCC2)cc1	3	-2%	0.0	9%	-9%	0%	-7%	-0.1
COCCCN1C(=O)C(CC(=O)NC(c2ccccc2)c2ccccc2)CC(C(=O)N2CCCCCC2)=C1C (stereo unspecified)	4	4%	0.2	-10%	1%	7%	-4%	-0.2
NC(=O)C1CCN(c2ccc([N+](=O)[O-])cc2Cl)CC1	1	4%	-0.4	-15%	-3%[57.1 µM]	4%	-4%	-2.0
C=CCN(CC=C)Cc1cc(=O)oc2ccccc12	0	0%	-0.4	9%	7%	-10%	6%	-0.6
O=C(COC(=O)c1ccc([N+](=O)[O-])o1)NC1CCCC1	2	10%	-5.3	-7%	-9%	7%	-19%	0.0
O=S(=O)(c1c(Cl)cc(Br)cc1Cl)N1CCN(C(=S)NC2CC2)CC1	9	10%	-1.1	-19%	-7%	2%	-28%	-0.7
CCC(C(=O)NCc1ccc(C)o1)n1nc(C)c2c(C)n(-c3ccccc3)nc2c1=O (stereo unspecified)	-3	8%	-5.5	-12%	-6%	-7%	-17%	-2.8
COc1ccc(N(C(=O)Cn2nnc3ccccc32)C(C(=O)NC(C)(C)C)c2ccc(OC)c(O)c2)cc1 (stereo unspecified)	1	7%	-4.7	-5%	1%	-1%	-13%	0.8
CC(=O)Nc1ccc(S(=O)(=O)N2CCC(C(=O)NCCC(=O)Nc3ccccc3)CC2)cc1	-9	-5%	-0.1	3%	1%	-9%	-23%	-3.1
C=CCC(NC(=O)Cc1ccccc1)C(=O)NCCC (stereo unspecified)	6	2%	1.7	0%	-3%	7%	-12%	0.1

Gathered by group, the entries above with fluorine.
SMILES	PI5P4Ka inh	EPAC2 ag	CCT chaperon mod	EPAC1 antag	WRN inhibitor	EPAC1 ag	PLK1 PBD inh	IL-2 act
CCO[C@@H]1OC(C(=O)N2CCN(Cc3ccccc3)CC2)=C[C@H](c2ccc(C(F)(F)F)cc2)[C@H]1CCCO	11	2%	1.7	-17%	-9%	-22%	-9%	0.6
O=C(O)/C(=C\c1cccc(F)c1)c1ccc(S(=O)(=O)N2CCCC2)s1	-13	-5%	-5.3	6%	-5%	10%	-3%	-4.3

Arranged by molecular weight (high to low): some entries from above
SMILES	PI5P4Ka inh	EPAC2 ag	CCT chaperon mod	EPAC1 antag	WRN inhibitor	EPAC1 ag	PLK1 PBD inh	IL-2 act
CCC(C(=O)NCc1ccc(C)o1)n1nc(C)c2c(C)n(-c3ccccc3)nc2c1=O (stereo unspecified)	-3	8%	-5.5	-12%	-6%	-7%	-17%	-2.8
O=C(c1ccccc1)c1nn(-c2ccccc2)c2nnc(Cc3ccccc3)c(=O)n12	.	13%	-1.1	-9%	-2%	13%	-4%	-0.9
NC(=O)C1CCN(c2ccc([N+](=O)[O-])cc2Cl)CC1	1	4%	-0.4	-15%	-3%[57.1 µM]	4%	-4%	-2.0

(more compounds)
SMILES	PI5P4Ka inh	EPAC2 ag	CCT chaperon mod	EPAC1 antag	WRN inhibitor	EPAC1 ag	PLK1 PBD inh	IL-2 act
Cc1ccc(NC(=O)C2CCCN(S(=O)(=O)c3c(C)noc3/C=C/N(C)C)C2)c(C)c1 (stereo unspecified)	0	-5%	-2.0	0%	1%	2%	-3%	-1.5
COc1cccc(-c2nc3ccccc3s2)c1	6	8%	-0.6	-14%	-20%	14%	-11%	0.1
CCCCN1C(=O)C(CC(=O)NC2CC2)CC(C(=O)N(C(C)C)C(C)C)=C1C (stereo unspecified)	-4	8%	-0.7	10%	-7%	12%	-8%	-2.9
NC(=O)C(CC(=O)O)NC(=O)[C@@H]1CCOc2c(I)cc([N+](=O)[O-])cc2C(=O)N[C@@H](CCC(=O)O)C(=O)N[C@@H](CO)C(=O)N1 (stereo partly specified)	1	3%	-0.8	12%	-3%	0%	0%	-1.0
N#Cc1ccc(OCC(=O)N2CCN(S(=O)(=O)c3cccs3)CC2)cc1	1	2%	1.5	9%	3%	-6%	3%	1.5
CCOCCSc1nc2c(c(-c3cccs3)c1C#N)CC/C2=C/c1cccs1	-17	-3%	-1.2	9%	-6%	-7%	-25%	-2.4
CC(C(=O)NC1CCCCC1)N1C(=O)C2C3C=CC(C3)C2C1=O (stereo unspecified)	9	7%	1.0	-4%	0%	16%	-4%	-4.2
COc1ccc(OC)c(S(=O)(=O)Nc2ccccc2F)c1	.	6%	-1.2	4%	-10%[57.1 µM]	7%	3%	2.9
COC(=O)c1ccc(NC(=O)c2ccc[n+]([O-])c2)cc1	-1	4%	1.3	-2%	0%	-3%	0%	1.0
CC(=O)Nc1ccc2c(c1)N(C(C)=O)c1ccccc1CC2	0	10%	-2.4	6%	3%	6%	-4%	1.6

These rows are one share of the data (hit frequency here may not be typical).
